GAA inhib – blocks human lysosomal alpha-glucosidase. purified human GAA, 4-MU-alpha-glucoside fluorescence. P10253. AID 1466. actives 0.005% (n = 200,000). Potency, µM (highest dose often 76.9 µM), without a hit: at the highest dose activity change, negative = inhibition, hits mostly inhibitors;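 note: plate controls were uninhibited enzyme wells for no effect and no-enzyme background for full effect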
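Endpoint fluorogenic read: 20 min room-temperature reaction of 4 nM human alpha-glucosidase with 400 uM 4-methylumbelliferyl-alpha-D-pyranoside, pH 5.0, quenched with 1M NaOH/1M glycine pH 10. AC50 from Hill modeling.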
aGlu spleen mod – inhibitors or activators of human alpha-glucosidase in spleen homogenate. actives 0.006% (n = 240,000). AID 2112. P10253. human spleen homogenate, 4-MU-alpha-glucoside fluorescence. Potency, µM (series often up to 79.9 µM), for inactives: at the top dose activity change, negative = inhibition, most hits filed as inhibitors;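 note: 0% = enzyme with vehicle and -100% = no enzyme basal signal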
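Human spleen homogenate (1 ug) with 4-methylumbelliferyl-alpha-D-glucopyranoside (1 mM final) in 50 mM citrate/phosphate pH 5.0, 0.01% Tween-20; 40 min at 37 C. Stopped at pH 10; 4-MU fluorescence Ex 365/Em 440 nm; AC50 by Hill fit.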
KDM4E inh – blocks human JMJD2E demethylase activity. B2RXH2. JMJD2E catalytic domain, FDH-coupled NADH fluorescence (FDH is formaldehyde dehydrogenase). Potency, µM (titrated, usually from 57.1 µM), for the others: top-dose activity change, negative = inhibition, usual class: inhibitors. actives 1.6% (n = 230,000); active = well fitted inhibition curve with a large enough effect, not every such curve was filed as active; inconclusive = small, poorly fitted or top-dose-only effect, or another doubt; inactive = no such curve, though single readings can be large or run the other way;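 note: 0% = wells with enzyme and -100% = buffer wells without enzyme; nearly all actives have a fitted effect of over 50% in size; many of its hits are not listed in these tables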
RGS12 GoLoco inh – blocks human Gai1 binding to RGS12 GoLoco peptide, red readout. Gai1:RGS12 GoLoco peptide FP, rhodamine, 10 min. AID 880. Potency, µM (titrated, usually from 61.6 µM), inactives show at the top dose activity, negative = inhibition, most hits filed as inhibitors. actives 0.44% (n = 230,000); active = well fitted inhibition curve with a large enough effect, not every such curve was filed as active; inactive = no such curve, though single readings can be large or run the other way; note: % is set by controls: 0 for no effect and ±100 for the full control effect; nearly all actives have a fitted effect of over 30% in size; many of its hits are not listed in these tables
Target sequence (P63096 whole entry, looked up): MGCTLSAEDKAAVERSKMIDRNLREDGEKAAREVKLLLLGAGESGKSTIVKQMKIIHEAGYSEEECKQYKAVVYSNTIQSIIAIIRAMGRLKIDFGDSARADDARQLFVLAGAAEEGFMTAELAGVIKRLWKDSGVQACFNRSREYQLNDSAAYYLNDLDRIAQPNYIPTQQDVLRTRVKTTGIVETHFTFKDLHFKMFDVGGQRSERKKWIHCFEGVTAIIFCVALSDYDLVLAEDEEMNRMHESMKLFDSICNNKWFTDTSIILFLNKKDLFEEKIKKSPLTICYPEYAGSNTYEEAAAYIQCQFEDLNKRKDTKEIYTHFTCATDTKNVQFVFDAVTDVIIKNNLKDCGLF
ALDH1A1 block – blocks purified human ALDH1A1 activity | Purified ALDH1A1, NADH fluorescence, propionaldehyde substrate | Potency, µM (titrated, usually from 75.3 µM), for the others: at the highest dose activity, negative = inhibition, most hits filed as inhibitors | AID 1030 | actives 7.3% (n = 220,000); active = well fitted inhibition curve with a large enough effect, not every such curve was filed as active; inconclusive = small, poorly fitted or top-dose-only effect, or another doubt; inactive = no such curve, though single readings can be large or run the other way;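 note: plate controls were no enzyme wells and a reference inhibitor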
Target sequence (P00352 whole entry, looked up): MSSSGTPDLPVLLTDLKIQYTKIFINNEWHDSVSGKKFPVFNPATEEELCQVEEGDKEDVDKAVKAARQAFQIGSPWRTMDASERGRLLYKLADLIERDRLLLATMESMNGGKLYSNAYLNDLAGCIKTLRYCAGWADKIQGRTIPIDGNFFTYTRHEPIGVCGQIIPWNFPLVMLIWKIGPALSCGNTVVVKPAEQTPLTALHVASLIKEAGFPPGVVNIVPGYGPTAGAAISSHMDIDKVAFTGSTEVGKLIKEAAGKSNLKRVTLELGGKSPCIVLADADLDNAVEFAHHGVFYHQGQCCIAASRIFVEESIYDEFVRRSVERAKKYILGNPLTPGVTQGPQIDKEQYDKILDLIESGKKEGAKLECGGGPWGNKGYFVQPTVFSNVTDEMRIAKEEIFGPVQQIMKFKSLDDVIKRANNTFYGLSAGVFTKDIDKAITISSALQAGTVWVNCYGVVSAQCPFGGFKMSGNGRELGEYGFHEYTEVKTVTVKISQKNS
SMN2 splice enh – SMN2 splice variant enhancement; actives 2.8% (n = 210,000); HEK293 SMN2-luciferase splicing reporter, luminescence, 30-36 h; Potency, µM (top dose mostly 46.1 µM), for inactives: at the highest dose activity change, positive = activation, most hits filed as activators; note: % of control where 0% means no effect; nearly all actives have a fitted effect of over 55% in size
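HEK293 cells carry an SMN2 […]–luciferase reporter in which exon 7 inclusion puts luciferase in frame. Cells were plated 10-12 h before compound addition, then incubated 30-36 h at 37C. ONE-Glo luminescence was read; sodium butyrate at 4.5 mM final served as control.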
aGal spleen mod – inhibits or activates alpha-galactosidase in human spleen homogenate; human spleen homogenate, 4MU-alpha-Gal fluorescence, 40 min; Potency, µM (highest dose often 80 µM), for the others: top-dose activity change, negative = inhibition, actives largely listed as inhibitors; actives 0.008% (n = 240,000);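 note: 0% = enzyme with vehicle and -100% = no enzyme basal signal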
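Human spleen homogenate (1 ug) as enzyme source, 4-methylumbelliferyl-alpha-D-galactopyranoside 1 mM final, citrate/phosphate pH 5.0 with 0.01% Tween-20. Compounds 40 min at 37C, NaOH/glycine stop; fluorescence Ex 365/Em 440, Hill-fit AC50.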
GAA glycogen – alters human alpha-glucosidase cleavage of glycogen; P10253; recombinant GAA, glycogen substrate, Amplex Red glucose oxidase fluorescence; Potency, µM (highest dose often 76.4 µM), for inactives: at the highest dose activity change, negative = inhibition, hits mostly inhibitors; actives 0.38% (n = 300,000);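 note: 0% = full enzyme reaction and -100% = no-enzyme basal signal; the screen sought inhibitors and activators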
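Recombinant enzyme (4 nM final) with compounds titrated up to 77 uM and bovine liver glycogen (30 ug) in citrate pH 5.0, 0.01% Tween-20, 37 C 40 min. Released glucose detected by Amplex Red/glucose oxidase (Ex 573/Em 610); AC50 from Hill fits.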
Active calls of the source: *; ? = inconclusive; . = not tested or not shown; [ ] = dose if it differs, or a comment. Unless noted, calls come from the whole dose curve; as a rule, active = well fitted curve in the direction sought with a large enough effect; inconclusive = small, poorly fitted or top-dose-only effect, or another doubt; inactive = no such curve, though single readings can be large; an effect the other way counts as inactive or inconclusive. Potency is the fitted concentration of half-maximal effect.

Value order – GAA inhib | aGlu spleen mod | KDM4E inh | RGS12 GoLoco inh | ALDH1A1 block | SMN2 splice enh | aGal spleen mod | GAA glycogen
- CN1CCN(c2ncc3nc(-c4cn(C)c5ccccc45)c(=O)n(CCC#N)c3n2)CC1
    . | -5% | . | -5% | ? | . | 8% | .
- CC(C)N1CCC(=NNC(=O)c2ccc(Br)o2)CC1
    2% | -7% | 27% | -2% | -5% | -16% | -5% | -29%
- CCCC(=O)Nc1ccc(C(=O)n2ccc(C)n2)cc1
    ? | 10% | -11% | 11% | 16% | . | 14% | -25%
- CC(=O)c1c(N(C)C)ccnc1C(F)(F)F
    1% | -2% | 0% | 5% | 9% | -2% | 2% | 3%
- N#Cc1c(NC(=O)Cn2cnc3ccccc3c2=O)oc(-c2ccccc2)c1-c1ccccc1
    -11% | -13% | 10% | 7% | ? | -19% | -13% | 5%
- CCOc1ccc(/C(O)=C2/C(=O)C(=O)N(CCOCCO)C2c2ccc(F)cc2)cc1 (configuration not stated)
    -5% | ? | -6% | -7% | -10% | 9% | -12% | -1%
- Cc1nn(C(C)(C)C)c(N)c1-c1ccccc1
    -5% | -10% | 1% | 4% | 11% | -43%[inhibitor] | -1% | -5%
- Cc1ccc(NC(=O)CNCCCN2CCOCC2)cc1S(=O)(=O)N1CCCCC1
    -9% | 4% | -9% | -22% | ? | . | 8% | -1%
- Cc1ccccc1-c1noc(-c2ccc(Cl)cc2)n1
    1% | -10% | -1% | 3% | 3% | 11µM* | 3% | 5%
- O=S(=O)(CCc1nc2ccccc2o1)c1ccc(Cl)c(Cl)c1
    -3% | -2% | 13% | -4% | 8% | -23% | 3% | -4%

SMN2 splice enh: hit marks shown above.
Value order – GAA inhib | aGlu spleen mod | KDM4E inh | RGS12 GoLoco inh | ALDH1A1 block | SMN2 splice enh | aGal spleen mod | GAA glycogen
- Cc1ccccc1-c1noc(-c2ccc(Cl)cc2)n1
    1% | -10% | -1% | 3% | 3% | 11µM* | 3% | 5%

Following part
Value order – GAA inhib | aGlu spleen mod | KDM4E inh | RGS12 GoLoco inh | ALDH1A1 block | SMN2 splice enh | aGal spleen mod | GAA glycogen
- Cc1cc(C(=O)Nc2nc3ccc(Cl)cc3s2)nn1C
    . | -2% | ? | 4% | . | . | -2% | 1%
- Cc1ccccc1NC(=O)CSc1nn2c(=O)c(C)nnc2s1
    -9% | 2% | 14% | 0% | 12% | -1% | 6% | 4%
- O=[N+]([O-])c1cc2c(cc1[N+](=O)[O-])OCCOCCOCCOCCO2
    -11% | -14% | -17% | -5% | -2% | 4% | 13% | 3%
- CC(=O)c1sc(NC(=O)c2ccc(Cn3cc(Br)cn3)o2)nc1C
    -5% | -6% | -7% | 5% | -11% | ? | -2% | 0%
- CCOC(=O)C1CCN(CC(=O)Nc2c(C(=O)OC)[nH]c3cccc(C)c23)CC1
    2% | -1% | ? | -3% | ? | -23% | -3% | 12%
- O=S(=O)(Nc1cccc(S(=O)(=O)N2CCOCC2)c1)c1ccc2c(c1)OCCO2
    ? | -24% | 1% | 8% | 25µM* | 13% | -7% | ?
- N#Cc1cccc(NC(=O)N2CC[C@@]3(CCCNC3)C2)c1
    . | -1% | . | 5% | ? | 8% | 4% | .
- COc1ccc2c(c1)CC/C(=C/c1cc(OC)c(OC)c(OC)c1)C2=O
    -8% | -4% | -12% | 13% | ? | -58%[inhibitor] | -1% | 11%
- COC1CCCN(Cc2cn(C)nc2-c2ccc(Oc3ccccc3)cc2)C1 (configuration not stated)
    -11% | 4% | 13% | 10% | -1% | . | 6% | -10%
- C=CCn1c2ccccc2c2nnc(SCC(=O)NC(C(=O)OC)C(C)C)nc21 (configuration not stated)
    -3% | -17% | 1% | -8% | 20µM* | -18% | 40µM* | 3%

Some of the entries so far, with the structure last:
GAA inhib	aGlu spleen mod	KDM4E inh	RGS12 GoLoco inh	ALDH1A1 block	SMN2 splice enh	aGal spleen mod	GAA glycogen	Compound
.	-2%	?	4%	.	.	-2%	1%	Cc1cc(C(=O)Nc2nc3ccc(Cl)cc3s2)nn1C
-9%	2%	14%	0%	12%	-1%	6%	4%	Cc1ccccc1NC(=O)CSc1nn2c(=O)c(C)nnc2s1

Going on with the list:
Value order – GAA inhib | aGlu spleen mod | KDM4E inh | RGS12 GoLoco inh | ALDH1A1 block | SMN2 splice enh | aGal spleen mod | GAA glycogen
- O=C1NC(Nc2nc3ccccc3s2)(C(F)(F)F)C(=O)N1C1CCCCC1 (configuration not stated)
    -2% | -11% | -10% | 11% | 5% | 9% | 0% | -10%
- Cc1ccc(CNC(=O)c2ccc(Cn3nc(C)c(Cl)c3C)o2)cc1
    -3% | -5% | 0% | -1% | ? | -1% | 8% | 2%
- C[C@H]1C=C(C(=O)N2CCN(Cc3ccc4c(c3)OCO4)CC2)O[C@@H](OCc2ccc(CO)cc2)C1
    . | 0% | 11% | 0% | -5% | . | 1% | 13%
- Cc1ccc2oc(=O)c3c4cc(O)c(O)c(C)c4oc3c2c1
    . | 2% | ? | -4% | 8% | -7% | -1% | .
- Cc1ccc(NC(=O)CC2SC(=NC3CCCCC3)NC2=O)cc1 (configuration not stated)
    -9% | 0% | -9% | -14% | ? | 5% | -5% | -9%
- CN(C)/C=C1\N=C(c2ccc3c(c2)OCO3)OC1=O
    -6% | -2% | -6% | 3% | -6% | 11% | 1% | 2%
- O=c1[nH][nH]c(C(F)(F)F)c1C=Nc1ccc(Cl)cc1
    -1% | -18% | 0% | -7% | 6% | -6% | -3% | 2%
- O=C1c2ccccc2C(=O)N1CCc1nc(-c2ccccn2)no1
    -1% | -5% | 5% | 3% | 0% | -16% | -6% | 7%
- O=C(O)CCCCCN=C1CCc2ccccc2N1
    4%[15.4 µM] | 11% | -16% | 12% | 11% | -8% | 4% | 2%
- Cc1ccc(C2/C(=C(\O)c3ccc4c(c3)OCCO4)C(=O)C(=O)N2CCCN(C)C)o1 (configuration not stated)
    -11% | -5% | -2% | -15% | ? | -3% | -1% | 4%

(continued)
Value order – GAA inhib | aGlu spleen mod | KDM4E inh | RGS12 GoLoco inh | ALDH1A1 block | SMN2 splice enh | aGal spleen mod | GAA glycogen
- COc1ccc2c(c1)C1NC(=S)N[C@@](C)(O2)C1C(=O)Nc1ccccc1 (some centres not stated)
    -1% | -10% | 5% | 1% | -7% | -5% | 13% | -3%
- Cc1ccc2[nH]c(=O)c(CN(C)C(=O)c3cccs3)cc2c1
    -2% | -1% | ? | 4% | -8% | -9% | 3% | 1%
- Cc1cccc(NC(=O)c2ccc(-n3cccn3)c([N+](=O)[O-])c2)c1
    4% | 5% | -5% | . | ? | . | 0% | -4%
- O=C(NC(=S)Nc1ccccc1)c1ccc(Br)o1
    1% | -2% | -2% | 8% | -5% | 22µM* | 0% | 25%
- CCOC(=O)N1CCN(C(=O)COC(=O)c2cc(Cl)c(O)c(Cl)c2)CC1
    0% | 6% | -3% | -5% | 7% | 2% | 3% | 4%
- Cc1csc(NC(=O)c2cc(C)nc3ccccc23)n1
    -20% | 4% | 3% | 4% | -8% | -1% | 6% | 5%
- COc1ccc(NC(=O)c2ccco2)cc1NC(=O)c1cccs1
    -3% | -2% | 11% | 7% | -10% | 4.5µM* | 2% | 1%
- CCn1cc(C(=O)OCC(=O)N(C)Cc2ccccc2)c(=O)c2ccc(C)nc21
    4% | 2% | 1% | 11% | ? | 10% | 1% | 4%
- CC(C)CNC(=S)NC(=O)c1ccc([N+](=O)[O-])cc1
    -3% | -1% | 2% | 7% | ? | 13% | -9% | -2%
- CC(=O)Nc1ccc(S(=O)(=O)N2CCN(C(=O)N3CCOCC3)CC2)cc1
    -5% | -12% | 2% | 6% | 3% | 7% | -4% | -10%

Further results follow:
Value order – GAA inhib | aGlu spleen mod | KDM4E inh | RGS12 GoLoco inh | ALDH1A1 block | SMN2 splice enh | aGal spleen mod | GAA glycogen
- CCN(CC)CCNS(=O)(=O)c1ccc(Cl)cc1
    4% | -6% | -1% | -21% | -6% | 5% | -7% | 7%
- CC(NC(=O)c1ccc(C(C)(C)C)cc1)C(=O)O (configuration not stated)
    8% | 1% | -13% | 7% | 14% | ? | 1% | 2%
- COc1ccc(Nc2nc3c(C)cccc3cc2C#N)cc1
    2% | 3% | ? | 10% | 7% | . | 4% | 8%
- COc1ccc(NC(=O)c2sc(SCc3ccccc3)nc2N)cc1
    -4% | -2% | -2% | 36%[activator] | 13µM* | -1% | 0% | -6%
- CCOc1ccc(C2N(c3cc(C)on3)C(=O)C3CCCN32)cc1OC (configuration not stated)
    -1% | -10% | -6% | 6% | -15% | -5% | -5% | 9%
- C=CC[n+]1c(-c2ccccc2)csc1NC(C)(C)C
    -3% | -9% | 4% | 4% | 15% | -12% | -7% | 7%
- CC(=O)c1ccccc1OC(=O)CCN1C(=O)C2C3C=CC(C4CC34)C2C1=O (configuration not stated)
    5% | 1% | 0% | -1% | -7% | 2% | 2% | 1%

Random excerpt: 7 records from the list.
Value order – GAA inhib | aGlu spleen mod | KDM4E inh | RGS12 GoLoco inh | ALDH1A1 block | SMN2 splice enh | aGal spleen mod | GAA glycogen
- CC(=O)c1sc(NC(=O)c2ccc(Cn3cc(Br)cn3)o2)nc1C
    -5% | -6% | -7% | 5% | -11% | ? | -2% | 0%
- COc1ccc(NC(=O)c2ccco2)cc1NC(=O)c1cccs1
    -3% | -2% | 11% | 7% | -10% | 4.5µM* | 2% | 1%
- Cc1ccc(NC(=O)CC2SC(=NC3CCCCC3)NC2=O)cc1 (configuration not stated)
    -9% | 0% | -9% | -14% | ? | 5% | -5% | -9%
- CCCC(=O)Nc1ccc(C(=O)n2ccc(C)n2)cc1
    ? | 10% | -11% | 11% | 16% | . | 14% | -25%
- Cc1ccc(C2/C(=C(\O)c3ccc4c(c3)OCCO4)C(=O)C(=O)N2CCCN(C)C)o1 (configuration not stated)
    -11% | -5% | -2% | -15% | ? | -3% | -1% | 4%
- Cc1cc(C(=O)Nc2nc3ccc(Cl)cc3s2)nn1C
    . | -2% | ? | 4% | . | . | -2% | 1%
- Cc1cccc(NC(=O)c2ccc(-n3cccn3)c([N+](=O)[O-])c2)c1
    4% | 5% | -5% | . | ? | . | 0% | -4%

Screens (PubChem BioAssay)

These rows are one share of the data. The share of hits here may be higher or lower than overall.
